Screening results from PubChem.
PI4K2A inh: PI4K2A (human) kinase inhibition | Q9BTU6 | purified PI4K2A, ADP-Glo luminescence, 1 h; active compounds read low | activity change, negative = inhibition, % at 76.9 µM | hit rate 0.13% among 420,000; in the data active means activity change below about -50%; inconclusive means mostly about -30% to -49%;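 further: -100% = wells without enzyme as full effect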
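Compounds are screened against recombinant PI4K2A using PI as substrate and ATP, the latter dispensed at 300 microM. Reactions run one hour at ambient temperature before ADP-Glo detection; full inhibition defined by wells lacking enzyme.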
G9a inh: G9a (human) methyltransferase inhibition | Q96KQ7 | G9a H3K9 monomethylation, AlphaScreen, 2 h | Potency, µM (doses to about 102 µM), for the others: at the top dose activity, negative = inhibition, most hits filed as inhibitors | hit rate 8.8% among 350,000 | AID 504332; further: potency means the concentration at half of the fitted maximal effect; on the % scale 0 is the no-effect control and ±100 the full control effect; nearly all actives have a fitted effect of over 75% in size
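G9a (20 nM) was preincubated 15 min with compound, then reacted 2 h at room temperature with 500 nM biotin-H3K9 peptide and 20 µM SAM. Monomethyl-H3K9 detected by AlphaScreen using anti-H3K9me1 antibody.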
ERG Ets-DNA blk: inhibitors of human ERG Ets domain-DNA interaction | fluorescence polarization, His-ERG Ets domain / labelled DNA | Potency, µM (doses to about 76.9 µM), for inactives: at the top dose FP activity, negative = inhibition, actives largely listed as inhibitors | hit rate 0.028% among 370,000; active means well fitted inhibition curve with a large enough effect in the polarisation, with a control signal flat; inconclusive means small, poorly fitted or top-dose-only effect, or effect the other way, or a change in a side signal; inactive means no such curve, though single readings can be large or run the other way; the % refers to the polarisation;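 further: polarization taken with two DNA probes labelled with fluorescein and Texas red; potency means the concentration at half of the fitted maximal effect; % of control where 0% means no effect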
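His-tagged ERG Ets domain (1 uM in the protein solution; 300mM KCl, 50mM Tris-HCl, 1mM EDTA, 1mM DTT, pH 7.5) received compound, then a probe mix of 5 nM fluorescein-DNA and 100nM Texas-615-DNA. Fluorescence polarization was read for both dyes.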
BAZ2B inh: inhibitors of human BAZ2B bromodomain; Potency, µM (series often up to 114 µM), without a hit: at the top dose activity change, negative = inhibition, usual class: inhibitors; AlphaScreen BAZ2B-H3K14Ac peptide displacement; Q9UIF8; hit rate 4.4% among 360,000; further: potency means the concentration at half of the fitted maximal effect; on the % scale 0 is the no-effect control and ±100 the full control effect; nearly all actives have a fitted effect of over 60% in size
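In this displacement format the biotinylated H3(5-23) peptide acetylated at Lys14 serves as ligand at 50 nM, with BAZ2B at 50 nM in PBS pH 7.4 containing 0.01% Tween-20. Donor and acceptor beads are 10 ug/mL final.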
HP1b binding inh: blocks HP1-beta chromodomain binding to methylated histone tails; P83916; AlphaScreen HP1-beta / biotin-H3K9me3 peptide binding; Potency, µM (doses to about 114 µM), for inactives: top-dose activity change, negative = inhibition, most hits filed as inhibitors; hit rate 0.56% among 390,000; AID 540317; further: potency means the concentration at half of the fitted maximal effect; nearly all actives have a fitted effect of over 70% in size; inactives centre near 23
Target sequence (P83916 whole entry, looked up): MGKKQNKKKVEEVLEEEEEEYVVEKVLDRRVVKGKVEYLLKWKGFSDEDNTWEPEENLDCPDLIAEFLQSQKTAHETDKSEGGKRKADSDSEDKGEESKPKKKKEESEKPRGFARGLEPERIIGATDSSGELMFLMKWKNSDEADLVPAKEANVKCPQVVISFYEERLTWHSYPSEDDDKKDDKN
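Compound inhibition of the preformed complex between 50 nM HP1-beta and 50 nM biotinylated H3K9me3 peptide was read by AlphaScreen. Buffer was PBS pH 7.4 with 0.01% Tween-20. Incubations ran 30 min at room temperature, with 10 ug/mL donor/acceptor beads.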
JMJD2A Tudor: inhibitors of human JMJD2A Tudor domain; O75164; AlphaScreen JMJD2A-Tudor / H3K4me3 peptide binding; Potency, µM (highest dose often 114 µM), for inactives: at the highest dose activity change, negative = inhibition, actives largely listed as inhibitors; hit rate 4.4% among 390,000; further: potency means the concentration at half of the fitted maximal effect; on the % scale 0 is the no-effect control and ±100 the full control effect; nearly all actives have a fitted effect of over 50% in size
12-LOX inh: inhibitors of human 12S-lipoxygenase ALOX12. purified 12hLO, xylenol orange hydroperoxide absorbance. AID 1671190. Potency, µM (top dose mostly 108 µM), inactives show at the top dose activity change, negative = inhibition, hits mostly inhibitors. hit rate 1.1% among 580,000. P18054; further: potency means the concentration at half of the fitted maximal effect; on the % scale 0 is the no-effect control and ±100 the full control effect
Target sequence (P18054 whole entry, looked up): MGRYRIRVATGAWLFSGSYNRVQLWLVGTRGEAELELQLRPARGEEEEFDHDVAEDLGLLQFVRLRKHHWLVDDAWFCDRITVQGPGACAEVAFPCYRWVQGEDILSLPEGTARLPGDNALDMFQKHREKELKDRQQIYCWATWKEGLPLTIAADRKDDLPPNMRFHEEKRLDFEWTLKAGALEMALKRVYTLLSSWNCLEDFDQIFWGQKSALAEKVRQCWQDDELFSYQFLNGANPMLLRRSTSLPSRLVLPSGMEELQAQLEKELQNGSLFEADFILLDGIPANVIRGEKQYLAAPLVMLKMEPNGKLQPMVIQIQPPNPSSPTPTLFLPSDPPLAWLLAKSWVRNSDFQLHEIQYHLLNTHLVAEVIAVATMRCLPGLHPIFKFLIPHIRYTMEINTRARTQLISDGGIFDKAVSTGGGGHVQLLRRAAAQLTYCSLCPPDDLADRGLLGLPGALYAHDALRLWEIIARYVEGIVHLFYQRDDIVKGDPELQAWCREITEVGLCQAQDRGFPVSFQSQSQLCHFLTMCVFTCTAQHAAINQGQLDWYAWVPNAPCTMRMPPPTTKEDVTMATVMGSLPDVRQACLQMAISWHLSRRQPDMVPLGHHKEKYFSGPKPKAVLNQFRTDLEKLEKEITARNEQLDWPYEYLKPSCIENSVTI
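Hydroperoxide product was detected by ferrous iron/xylenol orange as the 573 to 405 nm absorbance ratio. Arachidonic acid at 40 uM (final) was turned over for 30 min at room temperature by 150 nM human 12hLO, pH 7.0 Hepes buffer, after 15 min compound preincubation.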
GLS inhibitor: glutaminase GLS (human) inhibition; GLS enzymatic activity, qHTS titration; AID 624170; hit rate 0.21% among 410,000; Potency, µM (titrated, usually from 45.5 µM), inactives show at the top dose activity change, negative = inhibition, actives largely listed as inhibitors; O94925; further: potency means the concentration at half of the fitted maximal effect; on the % scale 0 is the no-effect control and ±100 the full control effect
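Human kidney-isoform GLS in 45 mM KH2PO4 pH 8.2, 0.02% Tween-20, with compound, started with 1mM L-Glutamine (added stock). Glutamate oxidase/HRP/Amplex red coupled fluorescence read at start and after 30 min at RT.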
RGS4 inhibitor: human RGS4 inhibition; P49798; Transcreener GDP fluorescence polarization, RGS4-accelerated GTP hydrolysis; Potency, µM (series often up to 114 µM), inactives show top-dose activity change, negative = inhibition, actives largely listed as inhibitors; hit rate 0.039% among 390,000; further: potency means the concentration at half of the fitted maximal effect; on the % scale 0 is the no-effect control and ±100 the full control effect; nearly all actives have a fitted effect of over 75% in size; some results filed as inactive show a strong effect at the top dose
Target sequence (P49798 whole entry, looked up): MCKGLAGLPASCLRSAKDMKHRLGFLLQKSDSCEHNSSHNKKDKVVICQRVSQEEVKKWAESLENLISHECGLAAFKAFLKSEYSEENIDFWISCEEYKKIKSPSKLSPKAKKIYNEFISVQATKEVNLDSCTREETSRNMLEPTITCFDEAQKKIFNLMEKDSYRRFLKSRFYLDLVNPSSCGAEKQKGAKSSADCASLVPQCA
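MLSMR compounds (23 nl, pin-transferred) preincubated 10 min at room temperature with a 500nM (2x) first reagent, then RGS4 at 900nM (2x) plus Transcreener GDP mix added; fluorescence polarization (620/688 nm) read before and after 90 min at 30 °C.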
* = called active by the depositor; u = inconclusive; x = not tested or not shown; & = joins results of further samples; [ ] = dose if it differs, or a comment. Unless noted, the call rests on the fitted dose curve; in most records, active means well fitted curve in the direction sought with a large enough effect; inconclusive means small, poorly fitted or top-dose-only effect, or another doubt; inactive means no such curve, though single readings can be large; an effect the other way counts as inactive or inconclusive.

BAZ2B inh	GLS inhibitor	JMJD2A Tudor	12-LOX inh	HP1b binding inh	G9a inh	RGS4 inhibitor	PI4K2A inh	ERG Ets-DNA blk	mol
-4.2%	-0.9%	-3.4%	0.0%	29.4%	45.1%	-14.4%	-4.9	13.5%	CN(CCOc1ccccc1)C(=O)C1CCN(C(=O)c2ccc(Cl)cc2)CC1
-29.1%	-13.4%	-10.7%	u	10.6%	5.5%	0.7%	3.0	1.0%	Cc1ccc(Cl)cc1NC(=S)N/N=C/c1cccc2ccccc12
x	-1.0%	-8.2%	-8.6%	39.7%[activator]	x	-30.2%	-1.0	-15.6%	O=C(Nc1cccc(S(=O)(=O)N2CCOCC2)c1)c1ccc(=O)[nH]c1
u	-5.7%	0.7%	15.3%	18.8%	44.7µM*	4.1%	2.9	-1.7%	COc1ccc(C2=CC(=O)OC3(CCCC3)O2)cc1
x	-2.0%	-11.8%	9.0%	35.4%	x	8.1%	0.3	-15.3%	Cc1cc(C)cc(S(=O)(=O)Cc2noc(C(=O)NCc3ccccc3)c2C(=O)NCc2ccccc2)c1
9.1%	-0.2%	-7.0%	u	40.5%[activator]	-22.3%	-28.6%	-3.3	-0.6%	CN1C(=O)CS(=O)c2ccc(C(=O)NCCC3=CCCCC3)cc21 (stereo unspecified)
9.6%	7.8%	-2.9%	4.7%	26.8%	11.9%	22.2%	-6.7	12.8%	CC(C)CNC(=O)c1ccccc1NC(=O)CSCc1ccccc1
u	-4.7%	u	7.9%	-11.2%	x	-21.7%	-0.5	x	Cc1cc([N+](=O)[O-])ccc1NCc1ccc2ccccc2c1
-24.1%	-28.3%	u	u	u	7.94µM*	u	-2.9	-0.3%	Cc1ccc(NS(=O)(=O)c2cc(NC(=O)c3ccc4c(c3)NC(=O)CS4)ccc2C)c(C)c1
-22.6%	-8.9%	u	0.0%	46.9%[activator]	-11.1%	-6.8%[56.9 µM]	-0.1	11.5%	COc1ccccc1N1CCN(C(=O)c2cc3cc(F)ccc3[nH]2)CC1
-11.2%	2.9%	-25.4%	-1.0%	29.0%	-2.9%	-24.4%	-4.4	11.9%	O=C(c1ccc(F)cc1)N1CCN(c2cnn(-c3ccccc3)c(=O)c2Cl)CC1
1.2%	-6.1%	-8.2%	1.2%	21.3%	-3.7%	-0.4%	2.9	6.8%	O=C(O)c1ccccc1OCc1ccccc1Cl
-28.8%	25.5%	-33.9%	u	19.4%	-6.1%[59 µM]	-9.3%	-0.8	3.9%	COc1cccc(NC(CNS(=O)(=O)c2ccc(C)cc2)c2ccccc2)c1 (stereo unspecified)
-0.7%	-10.6%	22.1%	-24.7%	66.0%[activator]	2.2%[59 µM]	-46.9%	-6.2	-0.3%	O=C(Nc1ccc2c(c1)CCC2)c1ccccc1F
-26.4%	12.8%	-14.8%	u	20.3%	-30.9%[59 µM]	30.6%	3.6	-3.4%	Cc1ccccc1CNC(=O)Cn1ccc2cc(S(=O)(=O)N3CCCCC3)ccc21
-17.1%	-31.2%	-23.0%	1.7%	45.6%[activator]	-40.2%	-22.0%	-4.1	-18.4%	Cc1nc2ccccc2c(=O)n1/N=C/c1cn[nH]c1-c1ccccc1
u	-4.9%	-23.9%	6.7%	5.8%	-31.4%[59 µM]	-4.0%	-1.4	9.6%	COc1cc(NC(=O)Nc2cccc3cccnc23)cc(OC)c1OC
-3.7%	3.9%	-2.9%	u	64.8%[activator]	-0.7%[59 µM]	-20.0%	6.0	-4.7%	Cc1ccc(S(=O)(=O)NCCCC(=O)C=[N+]=[N-])cc1
2.1%	-6.9%	-1.9%	-2.6%	14.4%[57 µM]	5.1%[59 µM]	0.2%	0.1	-4.9%	O=C(NCc1cccc(Cl)c1)c1cnc(N2CCOCC2)c2ccccc12
39.8µM*	56.5%&-5.7%[activator]	56.2µM*	0.0%&-22.1%	50.1µM*	8.91µM*	-50.9%&-18.7%	0.5&-2.6	-3.0%&-0.1%	CCN(CC)c1ccc(NC(=O)CN2CCN(c3ccccc3F)CC2)cc1
2.8%	-0.7%	-29.7%	-1.1%	37.7%[activator]	u	2.2%	0.5	4.1%	Cc1noc(NS(=O)(=O)c2ccc(NC(=O)CSc3ncccn3)cc2)c1C
-28.6%	6.5%	u	u	9.0%	u	-11.1%	0.7	1.0%	Cc1ccc2scc(N3CCCC(C)C3)c(=O)c2c1 (stereo unspecified)
2.5%	-8.2%	-32.9%	10.7%	13.7%	2.4%[12.7 µM]	-16.4%	17.0	x	NC(=O)[C@@H]1CCCN1C(=O)[C@@H](Cc1cnc[nH]1)NC(=O)[C@@H]1CCC(=O)N1
u	-1.3%	-15.1%	-5.3%	7.8%	-38.4%	21.1%	1.2	-4.3%	O=C(COC(=O)C1CCCCC1)Nc1ccc([N+](=O)[O-])cc1
3.3%	-2.0%	-16.5%	-17.5%	29.3%	3.4%[59 µM]	-4.2%	8.6	3.0%	COc1ccc(Cl)cc1NC(=O)c1cc(S(=O)(=O)NC2CCCCCC2)ccc1F
3.0%	24.9%	1.5%	-2.1%	32.8%[activator]	-6.6%[2.33 µM]	-16.4%	0.8	3.0%	CCOC(=O)CC(=O)CSc1ncnc2c1oc1ccccc12
x	-4.7%	-26.8%	-15.3%	24.1%	x	11.8%	1.4	-3.7%	OCCCn1c(CCNc2nc(-c3ccc(Cl)cc3)cs2)nc2cc(C(F)(F)F)ccc21
2.5%	11.8%	-14.2%	u	47.2%[activator]	8.1%[59 µM]	3.7%	-5.9	-3.0%	Cc1cc2cc(CNC(=O)NC3CCCCC3)ccc2n1C
8.6%	14.0%	-13.1%	-8.5%	12.9%	-17.9%	3.2%	-0.7	-5.3%	N#Cc1cc2c(nc1SCc1ccccc1)CCCC2
-6.2%	0.7%	19.9%	-1.3%	85.7%[activator]	77.4%[activator]	22.4%[11.4 µM]	2.1	10.9%	CCOC(=O)c1c(N)nn(C(=O)c2ccccc2)c1-c1ccccc1
-1.5%	4.0%	-11.3%	2.3%	28.9%	3.1%	25.5%	-1.9	x	Cc1ccc(C(=O)N(CC(=O)NC2CCCCC2)c2ccccc2C)s1
40.3%[activator]	-2.7%	-17.3%	-21.4%	1.1%	-41.3%[59 µM]	-28.1%	1.9	1.8%	Cc1ccc(Cn2ccc(NC(=O)c3cc(-c4ccc(F)cc4)on3)n2)cc1
-22.8%	14.0%	u	-72.5%	-0.9%	11.5%[2.33 µM]	-37.6%[56.9 µM]	4.4	6.2%	C/C(=N/O)c1cccc(N2Cc3ccccc3C2)c1
9.0%	-6.2%	-20.0%	u	36.9%	6.4%[0.501 µM]	-8.4%	-0.5	0.0%	CCOC(=O)[C@H]1[C@H]2COc3ccc(Br)cc3[C@@H]2N2C(=O)CN(CC3CCCO3)C(=O)[C@@]12C (stereo partly specified)
-0.2%	u	2.1%	-0.1%	46.9%[activator]	9.2%	-3.5%	-2.9	1.2%	Cc1nn(C)c(Oc2cccc(C(F)(F)F)c2)c1C#N
0.6%	0.8%	8.3%	-12.0%	47.2%[activator]	-1.9%[59 µM]	-4.2%	-2.4	-2.0%	COc1ccc(OC(=O)c2cc(-c3ccc4c(c3)OCCO4)on2)cc1
u	-2.6%	-19.4%	0.0%	39.7%[activator]	1.0%[59 µM]	13.7%	0.3	-2.7%	CCCCNC(=O)Nc1nnc(-c2ccccc2)o1
-3.4%	-2.3%	-11.3%	-29.3%	15.3%	71.2%[activator][59 µM]	-32.3%	2.6	u	O=C(NCCN1CCN(Cc2ccccc2Cl)CC1)Nc1ccccc1
u	0.4%	u	471.6%[activator]	15.2%	u	u	0.6	-1.8%	Cc1ccc2c(c1)NC(=O)C(CC(=O)NCCCN1CCCC1=O)O2 (stereo unspecified)
-0.8%	-4.8%	-18.0%	0.0%	33.6%	16.0%[59 µM]	3.4%	0.6	5.6%	CCOc1ccc(C(CC(=O)O)NC(=O)c2ccco2)cc1 (stereo unspecified)
-0.3%[57.1 µM]	5.2%	-6.8%	-24.8%	38.5%	0.1%[59 µM]	13.9%	2.8	-1.7%	CC1Cc2ccccc2N1C(=O)CN1C(=O)COc2ccccc21 (stereo unspecified)
0.5%	11.4%	-3.4%	18.9%	19.2%	16.9%	14.1%	3.0	-3.2%	Cn1cnnc1SCC(=O)NNC(=O)c1ccc(Cl)cc1
x	0.3%	-14.4%	28.0%	u	x	-0.1%	-0.7	2.3%	Cc1ccc(NC(=O)COC(=O)c2ccco2)cc1S(=O)(=O)N1CCOCC1

Grouped by structure: the compounds so far containing a cyano group
BAZ2B inh	GLS inhibitor	JMJD2A Tudor	12-LOX inh	HP1b binding inh	G9a inh	RGS4 inhibitor	PI4K2A inh	ERG Ets-DNA blk	mol
8.6%	14.0%	-13.1%	-8.5%	12.9%	-17.9%	3.2%	-0.7	-5.3%	N#Cc1cc2c(nc1SCc1ccccc1)CCCC2
-0.2%	u	2.1%	-0.1%	46.9%[activator]	9.2%	-3.5%	-2.9	1.2%	Cc1nn(C)c(Oc2cccc(C(F)(F)F)c2)c1C#N

A portion of the library; the hit share may differ from the screen's.
